Compound activity: PubChem BioAssay, several laboratories
T cell HTS = modulators of CD8 T cell-vesicle binding, primary screen, mouse 2C CD8+ T cells, flow cytometry; 2C CD8+ T cell-vesicle binding; stronger effect = lower value; calls only at 7 µM; actives 0.068% (n = 330,000);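 active means response, share of CD8 T cells binding vesicles, and their 90th percentile fluorescence all below set limits, cut at about 80% in these data, passing the limit was not always enough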
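Also added: QL9-peptide-loaded Drosophila micro-vesicles bearing Ld, ICAM-1 and B7-1; Test system: purified 2C TCR transgenic mouse naive CD8+ T cells; Measured by: cytometric PE anti-B7-1 and Alexa647 anti-CD8 signals after 1% paraformaldehyde fixation; Timing: binding step 1.5 h, 37 °C, antibody labelling 20 min, ice.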
Rac1 GTP hydrolysis = MgcRacGAP GTPase-activating activity inhibitors, confirmation, biochemical, ADP Hunter fluorescence; Rac GTPase-activating protein 1 (Homo sapiens); MgcRacGAP-stimulated Rac1 GTP hydrolysis, ADP Hunter fluorescence; higher % means a stronger effect; GST-tagged Rac1 F28L mutant substrate; inhibition, % at 30 µM, or IC50 in µM where a hit was titrated; actives 0.6% (n = 340,000); AID 624330, 2012;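 active means first-screen hits whose inhibition reached a set limit at any dose in the follow-up dose series; inconclusive means inhibition above the set first-screen limit but never retested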;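 further: fluorescence reports GDP produced by GAP-driven GTP hydrolysis; strong numbers were not always called active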
NTR1 ag = agonists of NTR1, primary screen, imaging, U2OS cells, beta-arrestin-GFP, high content (AID 493036). actives 0.17% (n = 330,000). activation, % at 20 µM. NTR1-U2OS beta-arrestin-GFP spot imaging, agonist mode. Neurotensin receptor type 1 (Homo sapiens), P30989;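 active means activation at or above 40% of the spot to cytoplasm intensity ratio, with at least 20 cells analyzed; inconclusive means wells under 20 cells, flagged as cytotoxic or low count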;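 further: 0% = DMSO without peptide and 100% = 100 nM NTR1 peptide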
Target sequence (P30989 whole entry, looked up): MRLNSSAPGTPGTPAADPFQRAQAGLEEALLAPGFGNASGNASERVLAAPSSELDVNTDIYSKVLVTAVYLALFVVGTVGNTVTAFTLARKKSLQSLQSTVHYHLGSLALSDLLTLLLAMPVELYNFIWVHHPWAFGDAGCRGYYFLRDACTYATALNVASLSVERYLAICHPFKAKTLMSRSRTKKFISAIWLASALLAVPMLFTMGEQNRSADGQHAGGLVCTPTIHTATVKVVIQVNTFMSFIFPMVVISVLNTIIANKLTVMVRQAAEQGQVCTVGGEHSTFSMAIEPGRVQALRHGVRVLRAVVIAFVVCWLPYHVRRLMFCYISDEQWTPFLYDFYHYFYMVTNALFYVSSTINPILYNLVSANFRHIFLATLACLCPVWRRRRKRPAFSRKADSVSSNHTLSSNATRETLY
Salmonella PhoP GFP = inhibitors of PhoP regulon expression, primary screen, Salmonella Typhimurium, GFP reporter (AID 1863). S. Typhimurium PhoP-regulated promoter GFP reporter, 4 h; higher % means a stronger effect. inhibition, % at 50 µM; hits with a dose series show IC50 in µM. actives 0.16% (n = 300,000);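 active means inhibition over 29.93%, a cutoff 3 SD above the screen mean, later confirmed by dose response; inconclusive means inhibition over 29.93% but no dose response follow-up; inactive means inhibition at most 29.93% or unconfirmed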;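 further: 0% = low Mg2+ inducing control and 100% = high Mg2+ repressing control; strong numbers were not always called active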
TNAP activators = human TNAP enzyme activators, primary screen, biochemical, luminescent, no phosphate acceptor, uHTS (AID 1001) | one-dose activation fold at 20 µM; EC50 in µM for titrated hits | purified TNAP, luminescent activation assay, no phosphate acceptor; higher activation fold means a stronger effect | actives 0.03% (n = 200,000); in the data active means activation fold from about 3, or a potency from the dose series; inactive means the rest, 99 in 100 with activation fold below about 1.6; further: many of its hits are not listed in these tables
K1F lysis inhibition = inhibition of K1F phage lysis, E. coli UTI89, bacterial capsule biogenesis inhibitors, alamar blue (AID 488966). actives 0.02% (n = 340,000). inhibition, % at 100 µM; hits with a dose series show IC50 in µM. E. coli UTI89 K1F phage lysis, alamar blue, 2 h; higher % means a stronger effect;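 active means phage lysis inhibition, versus mean bacterial control, above a set limit; inconclusive means no clear call, values can overlap the other calls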;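 further: capsule biogenesis inhibitors block K1F phage lysis so surviving cells raise fluorescence; higher fluorescence means more inhibition of phage lysis; actives were called in the ten point dose series up to 300 µM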
RSV CPE inhibition = RSV antiviral activity via CPE protection, HEp-2 cells, primary 10 µM value included (AID 2391); one-dose CPE inhibition, % at 10 µM; IC50 in µM for titrated hits; HEp-2 cells, RSV-induced CPE inhibition; higher % means a stronger effect; actives 0.13% (n = 310,000); in the data active means a potency from the dose series; inconclusive means CPE inhibition mostly from about 23% at the one dose, without a potency; inactive means the rest, 99 in 100 with CPE inhibition below about 21%; further: strong numbers were not always called active
Myeloid diff MLP = induction of myeloid progenitor differentiation, primary screen, cell-based, flow cytometry, MLPCN library; actives 1% (n = 360,000); calls only at 10 µM; ER-HoxA9 myeloid progenitors, lysozyme-GFP differentiation;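 active means normalized GFP-positive differentiation at or above the plate's own cutoff, the solvent-only control mean plus 3 SD; inconclusive means no clear call, values can overlap the other calls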;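 further: cells exposed to compound for four days before flow analysis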
Large T inhibition = SV40 large T antigen inhibitors, biochemical (AID 1903) | SV40 large T antigen ATPase/helicase inhibition assay; higher % means a stronger effect | inhibition, % at 20 µM, or IC50 in µM where a hit was titrated | actives 0.39% (n = 310,000); in the data active means a potency from the dose series; inconclusive means inhibition mostly from about 32% at the one dose, without a potency; inactive means the rest, 99 in 100 with inhibition below about 32%; further: strong numbers were not always called active
T cell HTS vesicle-bound % = second read-out of T cell HTS, no call of its own (marks repeat the call); double positive events, %; measured here: CD8+ vesicle-bound cell fraction;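 binding gate set so that unloaded-vesicle control wells show 10% double positive cells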
NTR1 ag cell count 20 µM = further read-out of NTR1 ag, marked with its call; cell count; measured here: cell count, cytotoxicity flag
Myeloid diff MLP GFP+ MAC1+ % = recorded beside Myeloid diff MLP, whose call it bears; GFP+ MAC1+ double positive, %; measured here: differentiation confirmed by MAC1 staining
Numbers without * were called inactive; i = inactive; u = inconclusive; x = no result given; + = active, no number; [ ] = another dose, or the depositor's remark.

Order of results: Salmonella PhoP GFP, Myeloid diff MLP, T cell HTS, TNAP activators, NTR1 ag cell count 20 µM, K1F lysis inhibition, NTR1 ag, RSV CPE inhibition, Myeloid diff MLP GFP+ MAC1+ %, Large T inhibition, Rac1 GTP hydrolysis, T cell HTS vesicle-bound %
- Cc1cc(C)nc(SCc2nnc(SCc3ccccc3Cl)o2)n1
 : 2%, i, i, 1, 77, -0.3%, 2.6, 20%, 0.7, 4%, 8%, 12
- O=C(CSc1nc2ccccc2[nH]1)Nc1cc(C(F)(F)F)ccc1N1CCOCC1
 : -7%, i, i, 1.1, 34, 0.1%, 2.0, 3.1%, 0.6, 3%, 13%, 15
- O=C(c1cnn(C(=O)c2ccco2)c1)c1cc(Cl)cc(Cl)c1O
 : x, i, i, x, 66, 0.1%[50 µM], 2.2, x, 0.6, x, 4%, 57
- COc1ccccc1N1CCN(C(=O)c2ccc(NS(=O)(=O)c3ccc(C)cc3)cc2)CC1
 : 2%, i, i, 1.1, 49, 1.8%, 4.3, 1.0%, 0.4, 5%, -25%, 49
- CN(C)/C=C/C(=O)c1ccc2noc(-c3ccccc3)c2c1
 : -12%, i, i, x, 94, 0.0%, 2.6, -0.7%, 0.3, 9%, 5%, 52
- O=C(Nc1ccc(-c2nc3ccccc3o2)cc1)c1ccc2c(c1)OCO2
 : -1%, i, i, 1.1, 57, 5.7%, 8.2, 0.8%, 1.1, -6%, 7%, 9
- O=C(CSc1nnc(NC(=O)C2CC2)s1)Nc1ccccc1C(F)(F)F
 : -5%, x, i, x, 39, 0.3%, -1.9, 1.4%, x, 4%, 7%, 10
- CCOc1ccc(-c2noc(CCC(=O)NC)n2)cc1OCC
 : 2%, i, i, 1.1, 73, 0.3%, -1.0, 1.1%, 1.2, 4%, 3%, 55
- COc1ccc(CCC(=O)NCCS(=O)(=O)N2CCN(c3ccc(OC)cc3)CC2)cc1
 : 3%, i, i, x, 70, -0.1%, 1.4, 3.9%, 4.9, 22%, 13%, 42
- COc1ccccc1CNC(=O)CCc1ccccc1
 : -3%, i, i, x, 60, -0.2%, 0.2, 1.2%, 0.5, 2%, 9%, 58
- COC(=O)c1sccc1NC(=O)COc1ccc(C)cc1
 : -3%, i, i, 1, 22, 0.2%, 0.4, 4.6%, 0.8, 8%, 2%, 35
- Cc1ccc(C(=O)N2CC(C(=O)O)C2)cc1
 : -10%, i, i, 1, 45, x, 0.0, 1.2%, 0.4, -1%, x, 44
- Cc1nc(NC(=O)c2ccccc2)sc1-c1csc(Nc2cccc(Cl)c2)n1
 : -4%, x, i, 1.1, 96, x, 0.0, 0.8%, x, 21%, x, 38
- COc1cc(C(=O)NC2CCCCCCC2)cc(OC)c1OC
 : x, i, i, x, 52, 0.5%, 0.4, 1.3%, 0.5, 6%, 9%, 28
- CCOC(=O)c1sc(NC(=O)CSc2nnc(-c3ccco3)n2CC)c(C(=O)OCC)c1C
 : 5%, i, i, 1.1, 43, -0.5%[50 µM], 8.0, u, 2.1, 2%, 5%, 38
- CCOc1cc(C)nc(Oc2ccc(=O)[nH]n2)n1
 : 5%, i, i, 1.1, 64, 0.2%, 0.8, 0.3%, 1.6, -1%, 1%, 39
- CCn1c(Cc2ccccc2)nnc1SCC(=O)Nc1nc(C)cs1
 : -12%, i, i, 1, 74, -0.4%, -1.1, -2.2%, 1.3, -57%, 6%, 50
- CCCCC(=O)NC(=S)Nc1cc(C(=O)O)ccc1Cl
 : -11%, i, i, 1.1, 59, -0.7%, 0.9, 2.0%, 0.8, 21%, 2%, 44
- Cc1ccc2c(c1)c(=O)c1c3n2CCN(C(=O)CCl)C3CC1 (stereo not given)
 : 2%, i, i, 0.9, 48, 1.2%, -0.3, 1.6%, 0.6, 21%, 5%, 57
- Cc1ccc(CC(=O)N(Cc2ccccc2)c2ccccn2)cc1
 : -2%, i, i, 1.1, 88, 0.5%, -1.2, 2.0%, 0.4, 2%, 4%, 67
- Cc1ccc(-c2nnc(CN3CCN(C)CC3)o2)cc1
 : 0%, i, i, x, 92, -0.2%[50 µM], -0.4, 0.7%, 0.5, 6%, 5%, 9
- N#C/C(=N\Nc1ccccc1)C(=N)N1CCCCC1
 : 6%, i, i, 1, 69, 0.0%, -0.4, -0.3%, 0.7, -4%, 5%, 40
- CC(C)CNC(=O)C1CCN(c2ccc(S(=O)(=O)N3CCOCC3)cc2)CC1
 : -4%, i, x, 1.1, 54, -0.6%, -1.5, 0.9%, 5.5, 8%, 11%, x
- CN1CCN(C(=O)c2ccccc2NS(=O)(=O)c2ccc(F)cc2)CC1
 : x, i, i, x, 65, 0.5%[50 µM], 2.3, 0.6%, 0.8, x, 8%, 35
- Cn1cc(S(=O)(=O)c2ccccc2)n(C)c1=O
 : 2%, i, i, 1.1, 33, -0.3%, -1.5, 2.5%, 0.7, 7%, 6%, 34
- COc1ccc(-c2nnc(SCC(=O)Nc3ccccc3OC)o2)cc1
 : 5%, i, i, 1.2, 86, 1.0%, 1.0, -0.2%, 8.0, 2%, 5%, 20
- CC1=C(C(N)=O)C(c2sccc2C)n2nnnc2N1 (stereo not given)
 : 1%, i, i, 1.1, 68, 0.7%, 0.2, 0.8%, 0.5, 0%, 4%, 23
- CC12CCC(C(=O)NCc3ccc(F)cc3)(OC1=O)C2(C)C (stereo not given)
 : -3%, i, i, 1.1, 64, 0.5%, -0.5, 0.1%, 1.1, 8%, 9%, 33
- COc1ccc(CN2C(=O)C(C)Nc3ncnc(N4CCN(c5ccccn5)CC4)c32)cc1 (stereo not given)
 : x, i, +, x, 51, -0.1%, -0.6, x, 2.3, x, 7%, 13*
- N#CCc1ccccc1C(=O)OCC(=O)N(Cc1ccccc1)Cc1ccccc1
 : x, i, i, x, 62, -0.2%[50 µM], 0.6, -0.2%, 0.5, x, -1%, 36

3 entries already listed, ordered by SMILES length, high to low.
Order of results: Salmonella PhoP GFP, Myeloid diff MLP, T cell HTS, TNAP activators, NTR1 ag cell count 20 µM, K1F lysis inhibition, NTR1 ag, RSV CPE inhibition, Myeloid diff MLP GFP+ MAC1+ %, Large T inhibition, Rac1 GTP hydrolysis, T cell HTS vesicle-bound %
- CN(C)/C=C/C(=O)c1ccc2noc(-c3ccccc3)c2c1
 : -12%, i, i, x, 94, 0.0%, 2.6, -0.7%, 0.3, 9%, 5%, 52
- CCn1c(Cc2ccccc2)nnc1SCC(=O)Nc1nc(C)cs1
 : -12%, i, i, 1, 74, -0.4%, -1.1, -2.2%, 1.3, -57%, 6%, 50
- Cc1ccc(-c2nnc(CN3CCN(C)CC3)o2)cc1
 : 0%, i, i, x, 92, -0.2%[50 µM], -0.4, 0.7%, 0.5, 6%, 5%, 9

(next part)
Order of results: Salmonella PhoP GFP, Myeloid diff MLP, T cell HTS, TNAP activators, NTR1 ag cell count 20 µM, K1F lysis inhibition, NTR1 ag, RSV CPE inhibition, Myeloid diff MLP GFP+ MAC1+ %, Large T inhibition, Rac1 GTP hydrolysis, T cell HTS vesicle-bound %
- CC(C)(C)OC(=O)C[C@@H]1C/C=C\C[C@@H](CC(=O)N(CCO)Cc2ccccc2)C(=O)N[C@H](C(C)(C)C)COC1=O
 : x, i, i, x, 40, 1.1%, 0.4, x, 1.3, x, 5%, 28
- Cc1cc(NC(=O)CSc2nnnn2C)n(-c2ccccc2)n1
 : 14%, i, i, 1.1, 40, 0.4%, 0.1, 0.9%, 0.5, 3%, 5%, 1
- Cc1ccccc1CC1(CO)CCCN(Cc2ccn[nH]2)C1 (stereo not given)
 : -12%, i, i, 1.1, 48, 0.2%, 0.3, -0.5%, 0.3, 12%, 5%, 52
- O=C(OC(C(=O)O)C(OC(=O)c1ccccc1)C(=O)NCc1ccccc1)c1ccccc1 (stereo not given)
 : -4%, i, i, 1, 96, 0.4%, 2.3, 2.0%, 0.7, -4%, 6%, 51
- COc1ccc2c(C)c(CC(=O)N3CCN(C(=O)C4COc5ccccc5O4)CC3)c(=O)oc2c1C (stereo not given)
 : -7%, i, i, x, 61, -0.4%, 0.6, 22%, 0.0, 12%, 10%, 21
- Cc1cccc(Cc2cnc(N3C(=N)SC(c4ccccc4)C3=O)s2)c1 (stereo not given)
 : -9%, i, i, 1.2, 57, 1.0%[50 µM], -3.3, 3.4%, 0.1, 6%, 6%, 48
- COc1cc(C2C(C#N)=C(N)Oc3cc(O)ccc32)cc(OC)c1OC (stereo not given)
 : 1%, i, i, 1.1, 33, -0.2%, -0.5, 0.3%, 6.5, 18%, 13%, 24
- CCOC(=O)C1=C(C)N(C)C(=O)NC1c1cc2c(cc1Br)OCO2 (stereo not given)
 : 7%, i, i, 1.1, 57, 10.0%, 1.2, 2.0%, 0.6, 11%, 5%, 39
- CC(C)[C@H](NS(=O)(=O)c1ccc(Cl)cc1)C(=O)OCC(=O)NCCN1C(=O)CSC1=O
 : 8%, i, i, x, 54, -0.2%, -1.0, 0.7%, 1.5, 2%, 7%, 8
- S=C(Nc1ccc(Cl)c(Cl)c1)N1CCN(c2ccccn2)CC1
 : 3%, i, i, x, 49, -1.2%, -0.5, -0.6%, 0.6, 4%, 12%, 13
- Fc1ccc(CSc2nnc(-c3ccccn3)o2)cc1
 : -1%, i, i, x, 48, -0.8%, 2.0, 0.6%, 0.7, 10%, 12%, 55
- Cc1cc(C)n2c(SCC(=O)Nc3ccc(F)cc3F)nnc2n1
 : -5%, i, i, 1, 54, 0.1%, 0.2, 0.1%, 1.0, 5%, 5%, 23
- CCOc1ccc(/C=N/NC(=O)C(O)c2ccccc2)c(O)c1 (stereo not given)
 : -1%, x, i, x, 51, 0.0%, -0.9, 5.0%, x, 3%, -3%, 38
